# M17LAP inhibition: P. falciparum M17LAP inhibitors, primary screen, biochemical, fluorogenic H-Leu-NHMec substrate, 1536-well (AID 1619); recombinant M17LAP, H-Leu-NHMec fluorogenic kinetic assay; higher % means a stronger effect; inhibition, % at 30 µM; hits with a dose series show IC50 in µM; actives 0.38% (n = 220,000);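 active means compound inhibiting the enzyme by more than half at any dose during confirmatory dose-response retesting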;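 further: plate controls were full reaction with DMSO carrier for no effect and no enzyme background for full effect; strong numbers were not always called active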
# MT stabilizer: microtubule stabilizers in HeLa cells; AID 2205; % tubulin-high responders, % at 10 µM; actives 0.83% (n = 200,000); HeLa tubulin immunostaining HCS, 24 h; share of cells brighter than vehicle mean+2SD;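 active means plate Z-score above 3 for both tubulin-high and condensed-nucleus cell shares, with cell loss under 80%, at 10 µM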;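 further: anti alpha tubulin signal scored within the nucleus-defined area of each cell; some results filed as inactive read as strong as hits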
# bCat nuc transl: alters nuclear translocation of beta-catenin in HeLa cells. immunofluorescence imaging. nuclear translocation activity, % at 5 µM. actives 0.3% (n = 190,000). AID 1665;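 active means nuclear translocation activity above 50% at 5 µM, with a well cell count of 50 or more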;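 further: per-cell ratio of nuclear to cytoplasmic median beta-catenin stain intensity; plate controls were DMSO negative control for no effect and GSK-3 inhibitor IX positive control for full effect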
#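 Assay system: human HeLa cells, native beta-catenin; doses: 5 µM primary, 0.02–20 µM confirmation; incubation: compound treatment 24 h, 37°C, 5% CO2; technique: fluorescence imaging of beta-catenin antibody stain plus DAPI; measure: % activation, nuclear-to-cytoplasmic median beta-catenin signal ratio per cell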
# T cell HTS: modulates CD8 T cell binding to vesicles | 2C CD8+ T cell-vesicle binding, flow cytometry; stronger effect = lower value | actives 0.068% (n = 330,000) | calls only at 7 µM | AID 2052;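 active means response, share of CD8 T cells binding vesicles, and their 90th percentile fluorescence all below set limits, cut at about 80% in these data, passing the limit was not always enough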
#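 Test system: purified 2C TCR transgenic mouse naive CD8+ T cells. Probe or stimulus: QL9-peptide-loaded Drosophila micro-vesicles bearing Ld, ICAM-1 and B7-1. Incubation: binding step 1.5 h, 37 °C, antibody labelling 20 min, ice. Measured by: flow cytometry of vesicle-bound cells.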
# Autophagy HCS: autophagy modulation, high-content screen; AID 463193; MEF GFP-LC3 puncta imaging; test concentration mostly 10 µM; actives 0.98% (n = 190,000); calls only at 10 µM (by protocol);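 active means percentage of spot-positive cells more than 3 SD above its plate mean, without a fluorescence outlier flag or 80% toxicity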;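 further: spot-positive cell cutoff set from DMSO-treated cells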
# P. falciparum M1AAP: malaria alanyl aminopeptidase activity blockers – biochemical, fluorogenic H-Leu-NHMec substrate, 1536-well (AID 1445); actives 0.42% (n = 220,000); recombinant M1AAP, H-Leu-NHMec fluorogenic kinetic assay; higher % means a stronger effect; inhibition, % at 30 µM; hits with a dose series show IC50 in µM;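 active means primary inhibition above the hit cutoff, then over 50% inhibition at one or more dose response concentrations, cut at about 23% in these data, passing the limit was not always enough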;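 further: plate controls were DMSO full reaction for no effect and no enzyme background for full effect; strong numbers were not always called active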
# Dynein transport: dynein cargo transport inhibition; 3617.4 mouse cells, GR-EGFP nuclear translocation imaging; test concentration mostly 20 µM; stimulated with dexamethasone, 1 µM; stronger effect = lower value; z-score, hits read low; actives 0.47% (n = 220,000); AID 1381;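 active means plate z-score of nuclear minus cytoplasmic receptor signal below a set negative limit, without overly bright fluorescence or cell loss, cut at about -3.5 in these data, passing the limit was not always enough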;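 further: z-score of nuclear minus cytoplasmic ring GR-EGFP intensity difference per well; some compounds called inactive have numbers as strong as hits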
#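 medium = tetracycline-free induction medium containing charcoal-stripped FBS | also added = 1.0 µM final dexamethasone stimulus | schedule = 48 h induction, 1 h compound, 30 min dex at 37 °C | technique = fixed, Hoechst-stained cells imaged at 10x for EGFP | measure = GR-EGFP nuclear translocation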
# Yfh1-off respiration: enhancers of respiration in Yfh1-depleted yeast, dose response, Friedreich's ataxia, plus single-dose screen (AID 1465); S. cerevisiae Yfh1-off respiration, WST-1 reduction, 72 h; higher fold induction means a stronger effect; fold induction at 50 µM, or EC50 in µM where a hit was titrated; actives 0.074% (n = 220,000);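 active means fold induction of absorbance versus untreated yeast above a set limit, then at least 30% activation at any dose in follow-up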;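 further: activators that raise dye reduction in frataxin-depleted yeast; strong numbers were not always called active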
# WT yeast gro inh: growth inhibition of WT yeast, mitochondrial fusion screen; AID 1362; mitochondrial fusion phenotypic screen, WT strain; actives 2.1% (n = 190,000); inhibition, % at 10 µM; in the data active means inhibition above about 58%; tested in S. cerevisiae
# WT yeast gro inh mutant strain: further read-out of WT yeast gro inh, marked with its call; inhibition, %; mitochondrial fusion phenotypic screen, mutant strain inhibition
# Dynein transport cytoplasmic EGFP: further read-out of Dynein transport, marked with its call; z-score; measured here: cytoplasmic GR-EGFP intensity; stronger effect = higher value
# Dynein transport nuclear GR-EGFP: recorded beside Dynein transport, whose call it bears; z-score; measured here: nuclear GR-EGFP intensity;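 lower value marks the stronger effect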
# Dynein transport cell count: also measured in Dynein transport; calls as there; z-score; measured here: cell count per field
# bCat nuc transl cell count 5 µM: also measured in bCat nuc transl; calls as there; cell count; measured here: cell count, cytotoxicity flag
# T cell HTS vesicle-bound %: further read-out of T cell HTS, marked with its call; double positive events, %; measured here: CD8+ vesicle-bound cell fraction;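 binding gate set so that unloaded-vesicle control wells show 10% double positive cells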
# MT stabilizer Hoechst-high %: recorded beside MT stabilizer, whose call it bears; % Hoechst-high responders; measured here: nuclear condensation Hoechst responders;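 share of cells brighter than vehicle mean plus two SD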
# MT stabilizer cytotoxicity %: further read-out of MT stabilizer, marked with its call; toxicity, %; measured here: cytotoxicity by cell density;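 0% = mean cell density of plate MIN control wells and 100% = no cells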
# Autophagy HCS cell loss 18 h: further read-out of Autophagy HCS, marked with its call; toxicity, %; measured here: cell loss, nuclei count;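 cell loss after 18 h compound exposure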
# The depositor's hits bear a star; i = inactive; · = no result given.
SMILES,M17LAP inhibition,MT stabilizer,MT stabilizer Hoechst-high %,MT stabilizer cytotoxicity %,bCat nuc transl,bCat nuc transl cell count 5 µM,T cell HTS,T cell HTS vesicle-bound %,Autophagy HCS,Autophagy HCS cell loss 18 h,P. falciparum M1AAP,Dynein transport,Dynein transport cytoplasmic EGFP,Dynein transport nuclear GR-EGFP,Dynein transport cell count,Yfh1-off respiration,WT yeast gro inh,WT yeast gro inh mutant strain
O=C(CCc1nc2ccccc2[nH]1)Nc1ccc2c(c1)OCCO2,-10.5%,4.5,3.2,7.3,-2.5,582,i,61.2,i,17.9,-1.4%,1.92,-0.0527,2.1,-1.38,·,-6.6,-11.1
O=C(CSc1nnc(NC(=O)c2ccco2)s1)Nc1ccccc1,-0.6%,4.6,3.1,7.2,-0.3,1158,i,26.1,i,8.6,12.0%,-0.804,0.483,0.0696,0.624,i,-24.9,1.1
Cc1cc(C)n(C(=O)CNC(=O)COc2ccccc2)n1,0.8%,5.1,1.0,5.2,·,·,i,44.7,i,7.3,-0.4%,0.713,-0.407,0.0617,0.311,i,19.3,11.3
CC1CCCC(NC(=O)C2CCCN2S(=O)(=O)c2cccc3nsnc23)C1C (stereo unspecified),11.6%,6.2,2.0,10.3,·,·,i,41.3,i,4.0,4.6%,0.745,-0.0556,0.518,-0.546,i,3.4,-8.1
O=C1NC(=O)/C(=C\c2ccccc2OCc2ccc([N+](=O)[O-])cc2)N1,11.4%,2.9,1.7,9.3,-0.4,966,i,44.3,i,5.8,9.8%,-0.0507,-0.237,-0.0172,0.0529,i,-8.4,12.6
CCn1cc(C(=O)O)c(=O)c2cc(F)c(N3CCN(C(=S)NC(=O)c4ccc(F)c(F)c4)CC3)cc21,-0.7%,0.6,1.4,3.9,3.1,906,i,19.5,i,33.2,9.6%,-0.941,-0.327,-0.425,0.516,i,-20.3,-0.8
Cc1ccccc1NC(=O)c1c(C)[nH]c(=S)c(C#N)c1-c1ccco1,10.1%,4.4,3.4,7.0,0.7,1048,i,52.5,i,12.3,18.6%,-0.134,-0.0693,-0.0936,-0.964,i,-4.7,-10.4
Cc1cc(C)n2ncnc2n1,1.1%,1.6,1.6,0.7,·,·,i,31.8,i,-7.8,0.1%,0.788,0.649,0.451,-0.315,i,6.6,1.7
S=C(NCc1ccccc1)N1CCN(C2CCCCC2)CC1,-2.8%,·,·,·,0.3,1330,i,38.2,·,·,1.8%,0.132,-0.751,0.268,-0.365,i,·,·
Cc1nc(NC(=O)CSc2cc(C)c3ccccc3n2)c(Cl)cc1Cl,-5.1%,1.4,3.3,5.5,0.7,1009,i,44.8,i,1.0,4.6%,-0.408,-0.0728,-0.0768,-0.119,i,26.7,14.6
O=C(COC(=O)c1ccco1)Nc1ccccc1[N+](=O)[O-],-2.7%,1.5,2.3,5.3,-2.0,1073,i,57.7,i,30.1,1.5%,-1.09,-0.0957,-0.698,-0.0942,i,-0.9,-25.9
COc1ccccc1-n1cc(-c2ccc([N+](=O)[O-])cc2)[nH]c1=S,-2.8%,·,·,·,3.8,1077,i,42.4,·,·,5.5%,0.0398,-0.211,-0.00272,0.201,i,·,·
COC(=O)CCCC1=CC2=CC(=O)C(C)(OC(=O)c3cccs3)C(=O)C2=CN1CCc1ccccn1 (stereo unspecified),-1.9%,·,·,·,-0.8,1192,i,19.9,·,·,4.8%,0.689,-0.821,0.405,-0.116,i,·,·
O=C(O)C1CCN(S(=O)(=O)c2cccnc2)CC1,4.3%,5.4,3.1,7.2,·,·,i,16.1,i,-1.0,0.2%,-0.00859,-0.25,0.221,-0.417,i,0.2,5.1
Cc1nc2ncnn2c(C)c1CCC(=O)NC(C)CCc1ccco1 (stereo unspecified),1.4%,2.1,2.1,6.0,0.3,1342,i,34.4,i,-2.4,6.6%,0.116,-0.12,0.0744,0.286,i,7.0,15.7
COC(=O)Cn1c2ccccc2c2nc(C)sc21,-4.2%,2.6,1.3,5.6,-0.8,1132,i,20.2,i,2.3,1.4%,-0.113,-0.21,-0.0454,-0.144,i,1.3,12.7
C/C(Cl)=C/Cn1c(NCCN(C)C)nc2c1c(=O)n(C)c(=O)n2C,6.6%,3.0,1.6,3.4,-2.1,1145,i,62.4,i,8.7,6.2%,-0.811,-0.199,-0.622,-0.386,i,10.2,10.8
CN1CCN(CC(=O)Nc2c(C(=O)C3CC3)oc3ccccc23)CC1,29.1%,3.6,2.2,9.1,0.0,1174,i,18.7,i,5.4,12.0%,0.556,-0.332,0.0915,-0.148,i,2.8,-9.1
COC(=O)c1c(C(=O)OC)c2n(c1C)Cc1ccccc1C2,12.5%,1.6,1.3,5.8,-5.6,957,i,30.6,i,8.2,2.0%,-0.406,-0.153,-0.157,0.533,i,-3.1,-6.1
CC(C)CCNC(=O)CCn1nc(-c2ccccc2)ccc1=O,6.0%,2.7,3.4,7.7,0.2,1319,i,37.6,i,9.1,2.1%,-0.0512,-0.195,-0.0878,-0.0247,·,9.6,3.6
COc1ccccc1/C=C/C=N/n1c(COc2ccccc2)n[nH]c1=S,-0.2%,1.7,1.6,7.6,7.2,1391,i,52.5,i,5.2,7.3%,-0.434,0.597,-0.285,0.808,i,11.7,-4.8
COc1cc2c(C(=O)OCCN(C)C)c(CSc3ccccc3)n(C)c2cc1Br,-0.5%,2.3,0.7,0.7,4.1,1094,i,31.4,i,2.3,-7.0%,1.09,-0.22,0.415,-0.594,i,32.6,22.6
O=C(CCCSc1nc2ccccc2[nH]1)NCc1ccccc1Cl,5.0%,6.6,2.6,6.0,-0.6,1135,i,45.1,i,-2.4,-1.4%,-1.1,1.51,0.101,0.269,i,-3.4,16.2
CC(C)Nc1nnc(SCC(=O)Nc2ccc3c(c2)C(=O)c2ccccc2C3=O)s1,4.2%,0.8,1.8,10.6,·,·,i,33.4,i,-3.0,13.2%,0.211,0.0911,0.688,-0.622,i,42.1,-4.8
Nn1c(SCc2c(F)cccc2F)nnc1-c1ccccn1,11.8%,·,·,·,-0.5,1338,i,22.6,·,·,2.3%,-0.156,-0.246,-0.117,0.488,i,·,·
CNC(=O)/C(C#N)=C/c1cc(C)n(-c2ccc(N3CCOCC3)cc2)c1C,-0.9%,·,·,·,-0.9,1085,i,22.7,·,·,1.5%,7.52,3.3,5.16,-4.69,i,·,·
CCOC(=O)C1CCN(C(=O)c2c(-c3c(F)cccc3Cl)noc2C)CC1,-8.3%,3.0,3.6,3.9,-2.5,1327,i,13.9,i,16.1,13.7%,-1.2,-0.0726,-0.29,0.502,i,-11.1,6.8
CC1(C)Oc2ccc3ccc(=O)oc3c2/C(=C/Nc2ccccc2)C1=O,3.0%,1.5,3.0,11.0,·,·,i,48.1,i,-13.9,7.0%,0.373,-0.0987,0.531,-0.215,i,-4.0,-8.9
O=C(O)C1CCCCC1C(=O)NCCc1cccc(Cl)c1 (stereo unspecified),75.0%,4.5,2.6,5.8,-1.1,1061,i,55.7,i,-3.0,-2.4%,-0.826,-0.239,-0.474,0.273,i,-3.6,-5.3
O=C1CC(c2ccc3c(c2)OCO3)Sc2nc3ccccc3n21 (stereo unspecified),0.2%,4.1,2.8,11.4,-1.6,1402,i,10.0,i,12.8,2.9%,-0.541,-0.246,-0.0796,0.347,i,-3.9,48.6
OC(COc1ccc(OCC(O)CN2CCCCCC2)cc1)CN1CCCCCC1 (stereo unspecified),-5.8%,3.9,1.5,16.8,0.6,1221,i,14.5,i,47.5,-10.8%,3,-0.358,1.01,-1.53,i,-10.3,-5.4
Cc1cc(NC(=O)CSc2nnc(Cn3c(=O)sc4ccccc43)n2-c2ccccc2C)no1,0.9%,5.7,2.2,9.7,-1.4,1176,i,37.9,i,-8.9,10.2%,-0.733,-0.203,-0.0567,0.0922,·,-6.9,-7.4
CCOC(=O)c1ccc(S(=O)(=O)NC2CCCCCCC2)n1C,-0.7%,3.5,2.0,4.0,·,·,i,40.9,i,-4.4,15.4%,1.19,-0.16,0.493,-0.0137,i,8.8,1.4
CC(C)CNC(=O)CSc1nnc(-c2ccc(Cl)cc2)n1N,4.0%,6.0,3.2,14.5,-1.9,1111,i,12.1,i,-2.5,1.8%,-0.76,-0.268,-0.225,1.66,i,-0.7,7.3
C#CCn1cc[n+](CC(=O)N(C)C)c1,-4.6%,1.7,1.9,11.1,-2.4,1272,·,·,i,19.4,3.0%,0.0625,-0.222,0.192,0.0452,i,-16.9,-18.4
